PvdQ inh: P. aeruginosa PvdQ acylase inhibitors, primary screen, biochemical, fluorescence, plate reader and imaging, single point; PvdQ acylase [Pseudomonas aeruginosa LESB58]; purified PvdQ acylase; inhibition, % at 10 µM; hit rate 0.063% among 340,000; AID 488965, 2010; in the data active = inhibition above about 30%, passing the limit was not always enough;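 also: 0% = vehicle neutral wells and 100% = reference inhibitor wells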
SR-BI DiI-HDL act: activators of SR-BI mediated DiI-HDL uptake, primary screen, ldlA[mSR-BI] CHO cells, DiI fluorescence. 3 h; 100 = double the neutral-control signal. hit rate 0.096% among 320,000. activation, % at 12.5 µM;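 active = mean replicate activation of at least 60% and every replicate at or above 60%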;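 also: 0% = median plate neutral-control signal and 100% = twice that signal; values of inactives mirror those of a sister screen read the other way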
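material = CHO ldlA[mSR-BI] cells | medium = Ham's F12 with 0.5% BSA, HEPES 25 mM, pH 7.4 | reagent = fluorescent DiI-HDL, 10 µg/mL final | compound dosing = single-point compound dose | incubation = 3 h, 37 °C | measured by = bottom-read fluorescence, 550/595 nm | measure = HDL uptake via cellular fluorescence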
PfHsp90 yeast 2: growth inhibition of PfHsp90-expressing yeast, primary screen, antimalarial PfHsp90 inhibitor project, S. cerevisiae, BacTiter-Glo luminescence, single point, set 2; AID 504621, 2011; BacTiter-Glo ATP, 48 h; yeast lacking PDR1 and PDR3 efflux regulators; inhibition, % at 9.4 µM; hit rate 0.32% among 310,000;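 active = every replicate shows inhibition above about 80%, whatever the replicate mean, limit read from the data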;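 also: 0% = DMSO neutral controls and 100% = 20 µM radicicol positive controls; yeast relying on Plasmodium falciparum Hsp90 in place of its own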
CAL PDZ FP-1: CAL PDZ peptide-binding inhibitors, primary screen, biochemical, fluorescence polarization, Cer-tagged CAL PDZ, HTS. Golgi-associated PDZ and coiled-coil motif-containing protein (Homo sapiens), Q9HD26. purified CAL PDZ, TMR-peptide fluorescence polarization, 1 h. inhibition, % at 20 µM. hit rate 0.02% among 330,000. AID 504414, 2011;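 active = highest replicate inhibition of at least 40%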;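 also: plate controls were DMSO neutral control wells for no effect and unlabeled competitor peptide control wells for full effect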
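Material: tagged CAL PDZ protein CerCALP, purified; buffer or medium: sodium phosphate/NaCl buffer pH 7.4 with TCEP, IgG, Thesit; also added: fluorescent TMR peptide probe; schedule: 1 h incubation at room temperature before polarization reading; technique: fluorescence polarization from S- and P-plane intensities, G-factor corrected; control set: unlabelled peptide and DMSO controls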
CAL PDZ FP-2: untagged CAL PDZ binding inhibitors, primary screen, biochemical, fluorescence polarization, HTS | purified CAL PDZ, TMR-peptide fluorescence polarization, 1 h | Golgi-associated PDZ and coiled-coil motif-containing protein (Homo sapiens), Q9HD26 | AID 602252, 2012 | hit rate 0.92% among 300,000 | inhibition, % at 24.9 µM;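 active = mean inhibition of at least 30% with at least half of replicates also reaching 30%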;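 also: 0% = DMSO neutral control and 100% = excess unlabeled competitor peptide PRC23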
dFosB activator: activators of delta FosB homodimer, primary screen, biochemical, fluorescence polarization, TAMRA-CDK5 oligo, single point. activation, % at 25 µM. purified delta FosB; percent of positive-control signal above neutral wells. Protein FosB (Mus musculus), P13346. hit rate 0.99% among 340,000;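 active = mean activation above about 17%, with every replicate also reaching it, limit read from the data, passing the limit was not always enough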;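 also: fluorescence polarization rise as delta FosB binds a TAMRA Cdk5 AP-1 oligo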
SR-BI DiI inh: inhibitors of SR-BI mediated HDL lipid uptake, primary screen, ldlA[mSR-BI] cells, fluorescence, single point; Scavenger receptor class B member 1 (Mus musculus), Q61009; hit rate 0.96% among 320,000; inhibition, % at 12.5 µM; ldlA[mSR-BI] CHO cells, DiI-HDL uptake fluorescence, 3 h;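 active = mean replicate inhibition of at least 70% and a set share of replicates each scoring 70 or more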;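 also: 0% = median of neutral control wells and 100% = median of positive control wells; values of inactives mirror those of a sister screen read the other way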
MITF act: activators of MITF-driven TRPM1 promoter reporter, primary screen, cell-based, SK-MEL-5, luciferase, single point; hit rate 0.75% among 300,000; activation, % at 12.5 µM; SK-MEL-5 TRPM1-promoter luciferase, 24 h; % of positive control, neutral wells = 0;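 active = mean activation of at least 80% with every replicate also reaching 80%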;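 also: 0% = neutral control wells and 100% = parthenolide positive control wells; values of inactives mirror those of a sister screen read the other way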
Rtt109 Vps75: inhibitors of C. albicans Rtt109/Vps75 HAT, primary screen, biochemical, ThioGlo CoA-SH fluorescence, plate reader. Histone acetyltransferase RTT109 (Candida albicans (strain SC5314 / ATCC MYA-2876)), …. purified Rtt109/Vps75, 4 h. inhibition, % at 34.9 µM. hit rate 0.16% among 330,000. AID 540336, 2011;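 active = inhibition of at least 50% in every replicate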
NSD2 inh: NSD2 histone methyltransferase inhibitors, primary screen, biochemical, AlphaScreen, single concentration, set 2; inhibition, % at 12.5 µM; Histone-lysine N-methyltransferase NSD2 (Homo sapiens), O96028; hit rate 0.54% among 310,000; NSD2 peptide methylation, 120 min; in the data active = inhibition above about 50%
Target sequence (O96028 whole entry, looked up): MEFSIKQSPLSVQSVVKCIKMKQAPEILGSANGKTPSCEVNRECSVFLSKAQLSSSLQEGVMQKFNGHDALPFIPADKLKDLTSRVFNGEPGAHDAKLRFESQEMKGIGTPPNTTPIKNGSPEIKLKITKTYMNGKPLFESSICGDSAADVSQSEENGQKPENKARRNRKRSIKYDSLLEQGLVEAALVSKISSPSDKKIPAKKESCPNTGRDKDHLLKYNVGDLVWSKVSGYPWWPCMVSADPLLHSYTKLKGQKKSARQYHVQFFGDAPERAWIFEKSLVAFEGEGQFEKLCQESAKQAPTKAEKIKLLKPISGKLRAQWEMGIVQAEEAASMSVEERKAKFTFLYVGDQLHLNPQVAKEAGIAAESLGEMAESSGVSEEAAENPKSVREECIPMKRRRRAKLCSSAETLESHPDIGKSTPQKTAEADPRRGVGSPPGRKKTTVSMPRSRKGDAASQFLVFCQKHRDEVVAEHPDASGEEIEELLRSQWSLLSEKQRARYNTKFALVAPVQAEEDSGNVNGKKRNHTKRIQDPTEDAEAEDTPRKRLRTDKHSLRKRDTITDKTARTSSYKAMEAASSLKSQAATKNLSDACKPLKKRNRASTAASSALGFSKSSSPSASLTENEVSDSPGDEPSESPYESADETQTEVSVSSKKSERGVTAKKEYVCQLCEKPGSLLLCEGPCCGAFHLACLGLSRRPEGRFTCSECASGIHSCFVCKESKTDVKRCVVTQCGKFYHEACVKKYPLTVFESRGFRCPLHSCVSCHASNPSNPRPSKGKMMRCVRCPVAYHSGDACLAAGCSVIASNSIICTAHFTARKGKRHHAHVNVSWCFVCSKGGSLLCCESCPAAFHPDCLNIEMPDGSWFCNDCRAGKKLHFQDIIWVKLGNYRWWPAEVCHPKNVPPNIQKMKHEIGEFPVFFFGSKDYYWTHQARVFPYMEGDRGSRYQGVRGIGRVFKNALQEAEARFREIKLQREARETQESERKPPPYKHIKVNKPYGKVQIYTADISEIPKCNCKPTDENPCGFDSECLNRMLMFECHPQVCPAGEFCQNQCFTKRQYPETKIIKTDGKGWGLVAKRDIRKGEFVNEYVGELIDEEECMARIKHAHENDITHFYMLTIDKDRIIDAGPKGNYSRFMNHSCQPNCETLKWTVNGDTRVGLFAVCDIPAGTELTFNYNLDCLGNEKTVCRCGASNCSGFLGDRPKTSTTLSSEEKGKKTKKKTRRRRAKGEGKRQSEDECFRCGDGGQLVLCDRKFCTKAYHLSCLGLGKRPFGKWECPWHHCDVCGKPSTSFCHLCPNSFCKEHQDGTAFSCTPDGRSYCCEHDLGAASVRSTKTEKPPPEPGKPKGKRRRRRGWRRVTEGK
An asterisk follows results filed as active; . = not tested or not shown.

The line under a structure holds: dFosB activator, SR-BI DiI inh, PvdQ inh, CAL PDZ FP-1, PfHsp90 yeast 2, CAL PDZ FP-2, SR-BI DiI-HDL act, Rtt109 Vps75, MITF act, NSD2 inh
- C=CCN(C(=O)COC(=O)c1cc[n+]([O-])cc1)c1nc(-c2ccccc2)cs1
 : -12, 11, -1, -2.4, -27, ., -11, 3, 46, -1
- CCC1(c2ccc(F)cc2)NC(=O)N(CC(=O)Nc2ccc(C(N)=O)cc2)C1=O (configuration not stated)
 : -3, ., -5, -0.2, -17, 12, ., -1, 0, .
- Cc1ccc(S(=O)(=O)N2CCN(C(=O)COC(=O)c3ccccc3OC(F)F)CC2)c(C)c1
 : -6, 13, -9, -1.5, -4, -1, -13, -4, -3, 0
- CC(C)(C)n1ncc2c(=O)n(Cc3cc(F)c(Cl)cc3Cl)cnc21
 : -2, -5, -9, 0.5, 5, -4, 5, 2, 10, .
- COc1cc(OC)cc(-c2c(C#Cc3ccsc3)c3cc(-c4ccc(OC)cc4F)ccc3n2C)c1
 : 2, -7, 7, -0.9, 2, 3, 5, 25, -1, .
- O=C(c1ccoc1)N1CCC2(CCCN(Cc3ccc(F)c(F)c3)C2)C1 (configuration not stated)
 : -4, 11, -21, -1.2, 10, 0, -11, -1, -2, 5
- CCOc1ccc(C(=O)NCC(=O)OCC(=O)NC2CCCC2)cc1
 : 1, -18, 10, -0.7, -1, 4, 18, -10, 0, 0
- O=C(CCc1ccccc1)Nc1ccc(S(=O)(=O)N2CCOCC2)cc1
 : -8, 14, -11, 0.0, -13, -5, -14, -2, -5, -1
- CN(C(=O)c1cc(S(=O)(=O)N2CCOCC2)cs1)c1ccccc1
 : -11, -13, -12, -1.5, -6, -3, 13, -5, -6, 0
- Cc1csc(NC(=O)Cn2nc(C)c([N+](=O)[O-])c2C)n1
 : -5, 13, -3, -0.9, -15, -1, -13, 0, 12, -3
- O=C(NCc1ccc(F)cc1)c1cc2n(n1)C(C(F)(F)F)CC(C1CC1)N2 (configuration not stated)
 : 6, 7, -15, 0.0, 0, ., -6, -7, ., .
- O=C(Cc1cccc(NC(=O)C2CCCN(C(=O)c3ccccc3)C2)c1)Nc1ccc(C(=O)N2CCOCC2)cc1 (configuration not stated)
 : -4, -9, -2, -1.5, -23, -2, 9, 1, -5, .
- C[C@H](CO)N1C[C@H](C)[C@@H](CN(C)Cc2ccc(-c3ccccc3)cc2)Oc2c(NS(=O)(=O)c3ccccc3)cccc2C1=O
 : -2, 7, 9, -0.3, -2, -3, -7, 14, 3, .
- OCCN(Cc1ccccc1)CC1CC=CCC1 (configuration not stated)
 : 5, -48, -1, -0.1, -17, -3, 48, -1, 10, -1
- COc1cccc(-n2c(C)nc3cc(C(=O)O)ccc32)c1
 : -1, -39, -7, 0.1, 10, 1, 39, 2, -4, -1
- O=[N+]([O-])c1ccc(N/N=C/c2cccs2)nc1
 : 1, 13, 10, -1.7, 0, 12, -13, 7, 109*, 52*
- CC(=O)Nc1ccc(C(=O)OCC(=O)N(c2ccccc2)C2CCCCC2)cc1
 : -7, 5, -14, 0.9, 19, -2, -5, 0, -24, 1
- O=C(COc1ccccc1)Nc1ccc([N+](=O)[O-])cc1
 : -3, -5, -15, -2.9, -19, -5, 5, -4, 18, -2
- COc1ccc(CNC(=O)COC(=O)c2cncc(Br)c2)cc1
 : -6, -20, -13, 2.3, -10, -6, 20, -3, 5, -3
- O=C(Cc1ccc(-n2c(=O)c3sccc3n(Cc3ccc(F)cc3)c2=O)cc1)NCc1ccco1
 : 21*, 31, -23, -0.2, 7, ., -31, -6, -4, .
- COc1ccc(NC(=O)CSCC(=O)NCCc2ccccn2)cc1
 : -7, -13, 11, -1.1, -12, -3, 13, 0, -14, -2
- CCn1c(SCC(=O)NNC(=S)Nc2ccc(C)cc2)nnc1-c1ccc(Cl)cc1
 : 8, 1, -14, -2.9, -20, 0, -1, 1, -2, 0
- CCOc1ccc(C(=O)NCCc2ccc3c(c2)OCCO3)cc1
 : -9, 9, -13, -0.3, -21, 2, -9, 2, 0, -2
- Cc1cc(C)c(S(=O)(=O)c2cc(F)ccc2C)c(Cl)n1
 : 0, 27, 9, -1.2, 1, 1, -27, -5, 8, -5
- COc1cc(NC(=S)Nc2cccc(C)n2)cc(OC)c1OC
 : -5, 12, -16, -2.5, -7, 2, -12, 2, 2, 0
- O=C(NCC(c1ccco1)N1CCCCC1)c1cc2c(s1)CCCC2 (configuration not stated)
 : -12, 6, -11, -0.5, 14, -6, -6, 4, 18, 4
- COc1ccccc1NC1CCCCC1NS(=O)(=O)c1ccccc1 (configuration not stated)
 : -7, 0, -7, -1.0, -22, -4, 0, -3, -1, -1
- N#Cc1c(NC(=O)c2cccnc2)sc2c1CCC2
 : 0, 15, -16, 0.1, 16, 2, -15, 4, 6, 4
- CN(Cc1ccccc1)C(=O)c1ccc(NC(=O)Cc2ccc(NC(=O)C3CCN(C(=O)c4ccccc4)CC3)cc2)cc1
 : -10, -12, -9, -2.1, -8, 0, 12, -11, -1, .
- O=C(NCC1CCCCC1)c1cc([N+](=O)[O-])ccc1Cl
 : 3, 9, 21, -2.1, 3, -3, -9, -4, -4, 0
- c1ccc(-c2nccc(-c3ccco3)n2)nc1
 : 3, ., 1, 0.0, ., 5, ., -5, 32, 0
- CCN(C(=O)c1cc(Cl)ccc1OC)C1CCCCC1
 : -1, 19, 4, -0.3, 3, -2, -19, 5, 5, 6
- CC(OC(=O)CNC(=O)c1ccc(Cl)c([N+](=O)[O-])c1)C(=O)NC1CCCCC1C (configuration not stated)
 : -6, -8, -13, -1.8, 15, 4, 8, -6, 0, -9
- CCCCN(C(=O)CN1C(=O)C2CCCCC2C1=O)c1c(N)n(CCC)c(=O)[nH]c1=O (configuration not stated)
 : -6, 20, -22, -1.1, ., 0, -20, 0, 3, -8
- CC(C)(C)n1cnc2cc(NC(=O)c3ccco3)ccc21
 : -5, ., -1, -3.2, -7, -10, ., -1, ., 1
- O=c1c2nnn(-c3ccc(Br)cc3)c2ncn1Cc1ccccn1
 : -7, -17, -22, 1.0, -3, 1, 17, -4, -7, 2
- COc1ccc(N2CC(C(=O)Nc3ccc4c(c3)OCO4)CC2=O)cc1 (configuration not stated)
 : 4, -31, -10, -0.5, 4, -5, 31, -7, ., -3
- CN(CCc1ccccn1)C(=O)CCNC(=O)Cn1cnc2ccccc2c1=O
 : 1, -26, -3, ., 3, 0, 26, -9, 6, -1
- [O-]/C(=C(\C(=S)Nc1cccc2ccccc12)[n+]1cccc(CO)c1)c1ccc(Cl)s1
 : -13, 27, -10, -0.5, -55, 3, -27, 3, -16, .
- CCCCN1C(=O)C(=O)N(CC(=O)Nc2cc(S(=O)(=O)N(C)C)ccc2C)C1=O
 : -6, -13, -8, -0.7, ., -5, 13, -5, -3, 0
- Cc1ccc(NC(=O)c2oc3ccccc3c2COC(C)C)cc1S(=O)(=O)N1CCOCC1
 : -21, 35, 1, -1.7, ., ., -35, 5, -4, -2
- CN(C)c1ccc(/C=N/N2CCN(Cc3ccccc3Cl)CC2)cc1
 : -3, 1, 2, -1.2, 5, ., -1, -7, 18, 31
- Cc1cc(Cl)ccc1OCC(=O)Nc1ccc2oc(=O)ccc2c1
 : -5, ., -9, -0.5, 18, 0, ., 8, -8, -1
- CCCn1nnc2c(=O)oc3ccccc3c21
 : 5, -21, 0, -1.9, 12, -2, 21, -3, -4, -2
- CC1CCN(c2c(NCc3ccc(C(=O)N4CCN(C5CCCCC5)CC4)cc3)c(=O)c2=O)CC1
 : -12, -11, -4, -0.7, -55, 10, 11, 6, -10, .
- Clc1nc(N2CCOCC2)ncc1Br
 : 5, -4, -16, -0.7, 18, -3, 4, -2, ., 0
- COc1cc(OC)cc(C(=O)N2CCN(c3ccccc3F)CC2)c1
 : -7, -10, -13, -0.1, -6, ., 10, -4, ., .
- CC1(c2nnc(-c3cccc(Cl)c3)o2)CC(c2ccc(F)cc2)=NO1 (configuration not stated)
 : -4, -7, -11, -1.7, ., 0, 7, -1, 18, .
- COc1ccc(CCNC(=O)c2cccc(S(=O)(=O)N3CCCC3)c2)cc1OC
 : 1, 28, -15, 0.0, -7, -3, -28, 1, 13, -12
- CCCCn1c(NS(=O)(=O)c2ccccc2)c(S(=O)(=O)c2ccc(C)cc2)c2nc3ccccc3nc21
 : 4, 5, -25, 0.4, 0, -2, -5, 2, -11, 102*
- CCN1CCN(c2ccc(S(=O)(=O)N3CCOCC3)cc2NC(=O)CCC(C)C)CC1
 : -7, -6, 3, -2.6, -14, -3, 6, 16, -3, 5
- COc1ccc(C(OC(=O)c2ccco2)C(=O)NC2CCCCC2)cc1 (configuration not stated)
 : 0, -3, -8, -0.5, -12, 2, 3, -6, 3, -3
- CCOc1ccc(CNC(=O)C(C)n2ccc3cc(S(=O)(=O)N4CCCC4)ccc32)cc1 (configuration not stated)
 : -5, 13, 5, -0.7, -6, -4, -13, 12, -1, -1
